# PG9 binder: binders of HIV-1 gp120 antibody PG9, primary screen, biochemical, TR-FRET; TR-FRET gp120-PG9 antibody binding; HIV-1 gp120 / PG9 antibody interaction; actives 0.43% (n = 360,000); inhibition, % at 6.7 µM; AID 624416, 2012; in the data active = inhibition above about 8.5%
# DAX1 inh-1: DAX1 (NR0B1) inhibitors, primary screen, cell-based, HEK293, Gal4-DAX1, luciferase luminescence | Nuclear receptor subfamily 0 group B member 1 (Homo sapiens), P51843 | HEK293 Gal4-DAX1 luciferase reporter | inhibition, % at 6.75 µM | actives 0.99% (n = 340,000) | AID 504766, 2011;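 active = inhibition above the mean over all tested compounds plus 3 SD, cut at about 4.2% in these data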;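 note: 0% = DAX1-transfected cells with DMSO and 100% = empty-vector control cells with DMSO; inhibition shows as a rise in luminescence from relieved DAX1 repression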
# Target sequence (P51843 207-470 limits assumed): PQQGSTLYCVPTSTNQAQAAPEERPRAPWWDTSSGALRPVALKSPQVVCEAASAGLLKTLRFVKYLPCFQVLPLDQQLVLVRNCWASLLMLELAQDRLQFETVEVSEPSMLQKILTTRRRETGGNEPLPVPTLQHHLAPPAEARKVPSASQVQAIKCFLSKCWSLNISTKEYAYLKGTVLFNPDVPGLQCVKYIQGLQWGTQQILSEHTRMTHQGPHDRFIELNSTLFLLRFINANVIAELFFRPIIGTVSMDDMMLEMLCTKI
# ADAM17 inh: ADAM17 inhibitors, primary screen, biochemical, QFRET | Disintegrin and metalloproteinase domain-containing protein 17 (Homo sapiens), P78536 | recombinant ADAM17, EDANS/DABCYL FRET peptide cleavage | inhibition, % at 6.95 µM | actives 0.83% (n = 370,000) | AID 720648, 2013;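 active = inhibition above the mean of compounds lying between control limits plus 3 SD, set per campaign, cut at about 8.5% in these data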;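 note: 0% = DMSO-only wells as the low control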
# DAX1 inh-2: DAX1 (NR0B1) inhibitors on StAR promoter, primary screen, cell-based, luminescence, SF-1 (NR5A1), full-length DAX-1. AID 652010, 2013. inhibition, % at 6.8 µM. actives 1.1% (n = 370,000). HEK293T StAR-luciferase reporter, SF-1/DAX-1 repression relief;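 active = inhibition above the mean over all tested compounds plus 3 SD, cut at about 3.6% in these data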;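 note: 0% = DAX-1 cells with DMSO and 100% = cells lacking DAX-1 with DMSO; higher inhibition means more luminescence from relief of DAX-1 repression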
# GAA850 FXN act: FXN promoter activators, primary screen, cell-based, luciferase luminescence, HEK293 lucGAA850; HEK293 lucGAA850 FXN promoter luciferase reporter, 24 h; percent of 10 µM SAHA response; activation, % at 6 µM; actives 0.56% (n = 360,000); AID 540364, 2011;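 active = activation above the average of all compounds screened plus 3 SD, cutoff fixed separately per campaign, cut at about 7.5% in these data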;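 note: 0% = DMSO wells and 100% = 10 µM SAHA wells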
# hgDAF-12 ag: H. glycines DAF-12 receptor agonists, primary screen, cell-based, luminescence, HEK293, GAL4 fusion, UAS-luciferase; Nuclear hormone receptor DAF-12 (Heterodera glycines), GAL4 fusion; HEK293 GAL4-hgDAF12 UAS-luciferase reporter, agonist luminescence; normalized to butyrate control; activation, % at 6.8 µM; actives 1.8% (n = 370,000);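 active = activation above a cutoff set at the mean of all screened compounds plus 3 SD, cut at about 10% in these data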;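 note: 0% = DMSO wells and 100% = sodium butyrate wells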
# hcDAF12 agonist: H. contortus DAF-12 nuclear receptor activators, primary screen, cell-based, luminescence, HEK293, lit1-tk-luc reporter; actives 1.4% (n = 370,000); activation, % at 6.8 µM; HEK293 hcDAF-12 lit1-tk-luc reporter; 0% DMSO, 100% Δ7-dafachronic acid; AID 652067, 2013;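 active = activation above the mean of all tested compounds plus 3 SD, cut at about 5.5% in these data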;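 note: 100% = response to 3 µM Δ7-dafachronic acid high control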
# ADAM10 inh: human ADAM10 inhibitors, primary screen, biochemical, QFRET, HTS. Disintegrin and metalloproteinase domain-containing protein 10 (Homo sapiens), O14672. recombinant ADAM10, EDANS/DABCYL FRET peptide cleavage, 3 h. inhibition, % at 7 µM. actives 0.62% (n = 370,000);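 active = inhibition above a per-campaign cutoff equal to the mean of compounds falling between control-based bounds plus 3 SD, cut at about 20% in these data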;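 note: 0% = DMSO wells while the 100% control is not disclosed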
# Target sequence (O14672 214-748 limits assumed): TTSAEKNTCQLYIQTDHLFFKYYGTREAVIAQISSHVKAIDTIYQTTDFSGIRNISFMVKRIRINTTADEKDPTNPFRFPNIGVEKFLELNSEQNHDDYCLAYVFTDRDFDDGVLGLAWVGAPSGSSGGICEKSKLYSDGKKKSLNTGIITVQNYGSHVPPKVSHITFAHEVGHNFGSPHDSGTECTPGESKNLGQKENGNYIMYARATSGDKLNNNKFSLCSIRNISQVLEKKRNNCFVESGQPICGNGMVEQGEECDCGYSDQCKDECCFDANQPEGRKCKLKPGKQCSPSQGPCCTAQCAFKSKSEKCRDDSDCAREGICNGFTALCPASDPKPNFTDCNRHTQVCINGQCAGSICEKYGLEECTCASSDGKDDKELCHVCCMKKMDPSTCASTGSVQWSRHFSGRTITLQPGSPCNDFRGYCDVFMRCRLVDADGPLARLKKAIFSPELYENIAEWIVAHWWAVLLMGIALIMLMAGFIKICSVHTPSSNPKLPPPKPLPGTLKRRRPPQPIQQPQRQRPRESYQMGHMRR
# GC-A act: GC-A stimulated cGMP production enhancers – HEK293 GC-A cells, cGMP TR-FRET, EC30 ANP, primary screen | activation, % at 10 µM | actives 0.14% (n = 370,000) | Atrial natriuretic peptide receptor 1 (Homo sapiens), P16066 | 0% at EC30 ANP, 100% saturating ANP; in the data active = activation above about 40%
# SMARCA2 act: SMARCA2 (BRM) function activators, primary screen, cell-based, luminescence, high throughput; activation, % at 9.1 µM; actives 1% (n = 370,000); AID 652017, 2013; MG213 cells, MMTV-luciferase reporter, dexamethasone, overnight; in the data active = activation above about 7.8%;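 note: 0% = vehicle wells and 100% = reference activator wells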
# ssDAF12 agonist: S. stercoralis DAF-12 nuclear receptor activators, primary screen, cell-based, luminescence, HEK293, GRIP1 co-expression, lit1-tk-luc; Nuclear hormone receptor DAF-12 (Strongyloides stercoralis); HEK293 ssDAF-12/GRIP1 lit1-tk-luc reporter; % of 3 µM dafachronic acid response; activation, % at 6.8 µM; actives 1% (n = 370,000);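 active = activation above the mean over all tested compounds plus 3 SD, cut at about 0.9% in these data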;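 note: 0% = DMSO-only wells and 100% = 3 µM delta7-dafachronic acid wells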
# * hit, by the source's call; i = inactive; nt = not tested or not shown.
SMILES,PG9 binder,DAX1 inh-1,ADAM17 inh,DAX1 inh-2,GAA850 FXN act,hgDAF-12 ag,hcDAF12 agonist,ADAM10 inh,GC-A act,SMARCA2 act,ssDAF12 agonist
COCCNc1oc(-c2ccc(C)cc2)nc1C#N,-0.1,1.9,-245.1,0.8,7.5,9.4,2.2,i,14.0,5.0,-0.7
CCc1nnc(NS(=O)(=O)c2ccc(NC(=S)NC(=O)c3ccc(OC)cc3)cc2)s1,-0.3,0.4,1.9,1.7,1.0,-1.2,0.1,0.9,1.0,-1.0,-1.2
Cc1cc(SCC(=O)Nc2cccnc2Cl)nc2ccccc12,4.0,-0.7,-5.5,-0.6,-0.4,3.2,-1.1,-8.2,2.0,-2.8,-1.3
CC(=O)c1ccc(NC(=S)N2CC(C)CC(C)C2)cc1 (stereo not given),-2.7,0.5,1.0,1.0,0.8,2.0,0.0,-2.8,0.9,-0.1,-1.2
O=C1CCC(=O)N1c1nc2nc(-c3ccccc3)cc(-c3ccccc3)n2n1,-1.5,1.0,-260.2,0.4,-0.2,1.1,-1.2,i,-8.8,-8.1,-0.7
c1ccc(OCCSc2nnc3sc4ccccc4n23)cc1,0.1,-4.1,5.2,3.2,-6.0,2.2,1.3,-1.9,nt,-1.5,-0.7
CC(=O)N1N=C(c2ccc(Br)cc2)CC1c1cccc([N+](=O)[O-])c1 (stereo not given),-0.5,0.6,1.5,-1.5,1.0,-1.6,-0.4,5.0,-5.3,-2.6,-1.8
O=C(CN(C(=O)Cn1nnc(-c2cccs2)n1)c1cnc2ccccc2c1)NCC1CCCO1 (stereo not given),-0.6,-0.9,-22.5,-0.4,2.6,-3.8,-0.7,-58.6,-0.8,0.0,-1.2
CC1(C)NC(=O)N(CC(O)CN(c2ccccc2)S(=O)(=O)c2ccc([N+](=O)[O-])cc2)C1=O (stereo not given),-0.6,-0.3,-0.5,-0.2,0.0,0.4,-1.6,-7.8,0.5,-3.4,-1.0
O=C(CCOc1ccccc1)Nc1cccc(S(=O)(=O)Nc2ccccc2Cl)c1,0.0,-1.1,3.9,0.0,2.8,3.7,-1.3,15.0,-2.1,-0.8,-1.4
C[C@H](CO)N1C[C@H](C)[C@@H](CN(C)C(=O)Nc2ccc3c(c2)OCO3)Oc2ccc(NS(=O)(=O)c3ccc(F)cc3)cc2C1=O,1.9,-0.6,1.8,-1.1,0.9,2.4,-0.7,3.1,-0.1,6.4,-1.7
CCC(=O)NC(Nc1sc2c(c1C(=O)OC)CCN(C)C2)(C(F)(F)F)C(F)(F)F,-0.1,-0.2,-8.3,-0.3,2.2,1.8,0.4,-24.9,3.3,0.3,-1.0
O=C(Nc1cccc(Cl)c1)Nc1ccon1,0.8,0.1,6.9,-0.3,1.3,3.0,-0.2,5.5,4.5,1.1,-0.8
O=C(CSc1nc2ccccc2c(=O)n1-c1cccc(C(F)(F)F)c1)NC1CC1,-2.5,0.3,3.8,-1.3,0.5,-3.3,-2.0,-2.6,-2.8,-2.1,-1.6
CCCCCCn1cnc2c(c1=O)c1nc3ccccc3nc1n2/N=C/c1ccco1,0.9,-0.2,-12.4,0.1,1.9,-0.1,-1.1,-27.4,6.9,0.5,-1.2
CCc1ccc(C(O)(CC)C(CN2CCOCC2)c2ccccc2)cc1 (stereo not given),-0.8,-1.2,-4.3,0.0,-1.4,2.5,-3.0,-2.3,-40.5,-2.2,-1.4
Cc1ccccc1N=C/C=C1/C=C(c2ccccc2)OC(C)(C)O1,-1.0,-0.3,-2.1,-1.0,-3.4,-0.7,0.2,-7.4,2.9,-2.6,-1.0
CC1(C(=O)Nc2cccc(C#N)c2)CCN1C(=O)C1(c2ccccc2)CC1 (stereo not given),-1.2,nt,-3.1,-0.2,-0.9,-2.6,-1.6,-3.4,-4.4,-6.6,-1.3
COc1cc(/C=C/C(=O)OC2CC3CCC2(C)C3(C)C)ccc1O (stereo not given),-2.2,1.0,-2.6,1.8,2.1,3.6,2.2,-20.1,-5.0,2.1,-0.9
CN(C)C(=S)Nc1ccc(Cl)cc1,-0.5,-0.2,-3.5,0.1,1.0,0.9,0.6,-9.3,1.2,-0.8,0.7
COc1cc(C=O)ccc1OCc1ccccc1Br,0.4,-0.9,3.3,1.4,2.7,5.0,6.2*,11.6,3.0,14.8*,-0.4
Cn1c(-c2ccc(F)cc2)cnc1NCc1ccc(F)cc1F,-1.1,-0.6,-0.9,-0.6,2.0,1.6,-2.3,9.1,2.0,1.1,-0.6
COc1cc(OC)c2ccc(=O)oc2c1C(CCN1CCCC(C)C1)c1ccc2c(c1)OCO2 (stereo not given),-0.3,0.2,-2.3,-0.1,1.1,0.9,2.6,-3.3,-16.6,1.0,-1.3
Fc1ccc(Nc2nnc(C(F)(F)F)s2)cc1,0.6,-0.7,-2.6,-0.5,1.7,0.2,-1.0,-4.3,4.1,1.5,-0.8
COc1ccc(CCN(C)C(=O)C2CCCN(C3CCN(Cc4ccccc4)CC3)C2)cc1OC (stereo not given),0.0,0.0,-5.5,0.6,0.1,2.1,0.8,-1.9,1.6,-0.5,0.1
Cc1cc(Nc2cc(C)on2)n2ncnc2n1,1.0,0.6,0.8,1.2,2.0,2.9,1.3,9.1,0.1,-3.0,0.5
FC(F)(F)c1cnc(-c2cnc(-c3ccccn3)nc2)c(Cl)c1,2.8,-0.8,-5.7,4.4*,2.4,16.6*,1.4,-4.8,-4.5,1.7,-0.1
CN(C)c1ccc(/C=N/OC(=O)Nc2ccccc2Cl)cc1,-3.8,1.5,-7.4,-0.2,2.0,0.5,0.0,-4.5,-1.6,-2.4,-0.9
CCCCN=C(N)NC(=O)c1ccccc1,nt,nt,-2.4,1.2,nt,3.1,-1.2,-8.6,2.6,-0.7,-1.0
CCNC(=O)C(=O)NCC1OCCCN1S(=O)(=O)c1cccs1 (stereo not given),-1.9,-1.2,-1.1,0.6,2.4,2.5,0.1,-0.4,1.9,-2.0,-1.1
CCOC(=O)C1CCN(C(=O)C2(NC(=O)Nc3ccccc3Cl)CCCCC2)CC1,1.0,-1.5,-1.3,-0.7,-2.1,-0.8,1.3,2.1,-8.2,-3.0,-1.0
CN(CCc1ccccc1)C(=O)c1cccc(NC(=O)Cc2cccc(NC(=O)C3CCN(C(=O)C4CCC4)CC3)c2)c1,-1.2,-0.3,1.4,-0.6,-0.6,-1.8,-1.6,-4.3,3.9,-3.8,-1.4
Cc1cc(C)n2nc(C(=O)OCC(=O)N(Cc3ccccc3)C(C)C)nc2n1,-2.8,-0.1,-6.5,-0.7,1.5,-1.5,0.6,-5.7,-0.1,-3.5,-1.5
CCCN(Cc1ccc(N(C)C)cc1)CC1CC1,0.2,2.4,-5.9,0.7,2.4,-0.4,-1.4,0.3,-3.5,-2.6,-1.4
O=C(COC(=O)C1CC1)NCCc1ccc(Cl)cc1,-0.9,-0.6,0.3,-3.5,-2.2,-2.1,-0.2,-7.5,-1.1,-1.6,-0.8
O=C(COC(=O)/C=C/c1ccco1)NCc1ccc2c(c1)OCO2,-1.8,0.7,-1.0,-0.2,0.0,-1.2,-1.2,3.3,-0.7,-1.1,-1.9
CC(=O)Nc1ccc(NC(=O)COc2c(C)cc(Br)cc2C)cc1,0.3,0.3,-0.1,0.7,0.9,-1.0,-2.5,-1.4,-1.2,3.3,-1.8
CCOC(=O)CC(=O)CSc1nc2c(c(C)c1C#N)CCC2,-3.1,1.1,-24.2,0.4,-0.9,-0.2,-1.7,-78.5,-3.4,0.7,-1.0
Cc1cc(Oc2ccc(Cl)cc2)nc(SCC(=O)c2ccccc2)n1,-0.7,-1.3,3.9,-1.0,1.0,0.8,-0.1,5.3,-4.7,-1.9,-1.8
COc1cc(CNC(=O)c2cccc(COc3ccc(Cl)cc3)c2)cc(OC)c1,-3.8,-3.3,8.7*,2.0,1.4,6.7,1.1,16.5,7.8,-0.4,-0.9
Cc1c(C(O)CN2CCC(C(N)=O)CC2)c2ccccc2n1C (stereo not given),-1.1,-0.6,-5.8,0.6,-0.8,-2.6,-1.0,-18.8,0.0,-0.3,-1.2
Cc1ccc(NC(=O)CCC(=O)N/N=C/c2ccco2)c(C)c1,-1.7,0.4,1.2,0.5,-0.2,0.1,0.9,5.7,-1.6,-1.3,-1.9
CC(=O)c1ccc(N2CCN(C(=O)C3CCN(S(=O)(=O)c4ccc5c(c4)CC(C)N5C(C)=O)CC3)CC2)cc1 (stereo not given),0.0,-0.6,-5.8,-1.1,1.3,0.4,-3.7,-20.6,-4.0,-2.2,-1.7
Cc1cc(S(=O)(=O)Nc2c(NC3CCCCC3)c3ccccc3oc2=O)ccc1F,-2.4,0.2,-1.2,-0.8,-1.7,2.1,-2.7,3.3,-4.9,-1.0,-0.6
Cc1ccc(C(C)C)c(OCC(=O)NC(=S)Nc2ccccc2N2CCOCC2)c1,0.7,0.9,-3.9,-1.0,1.1,3.9,-0.7,-5.4,-1.8,-2.6,-1.5
O=C(CCCC(=O)N(CC(=O)NC1CCCCC1)c1cccc(F)c1)Nc1ccccn1,1.9,0.4,-0.2,-0.3,0.5,-2.6,-1.9,-3.8,-2.9,-5.8,-1.2
CCCCOC(=O)CNc1n[nH]c(=S)[nH]c1=O,-1.1,1.1,4.0,0.6,2.4,2.3,-1.8,-3.2,2.0,-1.6,-0.4
CN(C)S(=O)(=O)Oc1cc(Cl)ccc1C(=O)Nc1ccc(F)cc1F,0.7,0.8,-2.1,-0.1,-0.6,1.6,-1.6,-3.2,-2.7,0.2,-0.8

# 3 structures from above, sorted by molar mass, falling:
SMILES,PG9 binder,DAX1 inh-1,ADAM17 inh,DAX1 inh-2,GAA850 FXN act,hgDAF-12 ag,hcDAF12 agonist,ADAM10 inh,GC-A act,SMARCA2 act,ssDAF12 agonist
Cc1cc(S(=O)(=O)Nc2c(NC3CCCCC3)c3ccccc3oc2=O)ccc1F,-2.4,0.2,-1.2,-0.8,-1.7,2.1,-2.7,3.3,-4.9,-1.0,-0.6
CN(C)S(=O)(=O)Oc1cc(Cl)ccc1C(=O)Nc1ccc(F)cc1F,0.7,0.8,-2.1,-0.1,-0.6,1.6,-1.6,-3.2,-2.7,0.2,-0.8
Cc1c(C(O)CN2CCC(C(N)=O)CC2)c2ccccc2n1C (stereo not given),-1.1,-0.6,-5.8,0.6,-0.8,-2.6,-1.0,-18.8,0.0,-0.3,-1.2

# Assay outcomes from PubChem.
